TEAD-YAP block: TEAD-YAP interaction inhibition | HEK-TIYL cells, TEAD-Gal4/YAP UAS-luciferase luminescence | inhibition, % at 9.12 µM | 640,000 tested, 1.4% active; in the data active = inhibition above about 32%;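 also: 0% = median of test compound wells and 100% = reference inhibitor wells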
MITF primary: human MITF inhibition, primary screen; O75030; AlphaScreen MITF homodimerization, bead proximity signal; inhibition, % at 2.6 µM; 650,000 tested, 0.91% active; in the data active = inhibition above about 50%;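 also: 0% = vehicle wells with protein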
Target sequence (O75030 whole entry, looked up): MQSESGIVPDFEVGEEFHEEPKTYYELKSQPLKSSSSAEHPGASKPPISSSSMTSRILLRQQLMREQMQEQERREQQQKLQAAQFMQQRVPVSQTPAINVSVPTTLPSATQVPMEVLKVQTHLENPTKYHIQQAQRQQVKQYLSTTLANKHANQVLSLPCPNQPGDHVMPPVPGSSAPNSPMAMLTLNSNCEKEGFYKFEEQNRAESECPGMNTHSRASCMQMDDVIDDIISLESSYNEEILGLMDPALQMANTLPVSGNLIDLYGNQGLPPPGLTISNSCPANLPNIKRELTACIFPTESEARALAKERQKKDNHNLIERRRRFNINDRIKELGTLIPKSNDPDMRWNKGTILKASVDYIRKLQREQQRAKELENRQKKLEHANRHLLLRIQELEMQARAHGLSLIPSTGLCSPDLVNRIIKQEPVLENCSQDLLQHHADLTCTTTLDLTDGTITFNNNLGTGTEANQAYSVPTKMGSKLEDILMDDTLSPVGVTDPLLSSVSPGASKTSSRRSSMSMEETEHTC
GPR151 ag: activates the human receptor GPR151; PathHunter beta-arrestin GPR151 cells, luminescence; activation, % at 11.2 µM; 650,000 tested, 1% active; in the data active = activation above about 4.9%;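 also: 0% = median of compound wells and 100% = cells with positive control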
Target sequence (Q8TDV0 whole entry, looked up): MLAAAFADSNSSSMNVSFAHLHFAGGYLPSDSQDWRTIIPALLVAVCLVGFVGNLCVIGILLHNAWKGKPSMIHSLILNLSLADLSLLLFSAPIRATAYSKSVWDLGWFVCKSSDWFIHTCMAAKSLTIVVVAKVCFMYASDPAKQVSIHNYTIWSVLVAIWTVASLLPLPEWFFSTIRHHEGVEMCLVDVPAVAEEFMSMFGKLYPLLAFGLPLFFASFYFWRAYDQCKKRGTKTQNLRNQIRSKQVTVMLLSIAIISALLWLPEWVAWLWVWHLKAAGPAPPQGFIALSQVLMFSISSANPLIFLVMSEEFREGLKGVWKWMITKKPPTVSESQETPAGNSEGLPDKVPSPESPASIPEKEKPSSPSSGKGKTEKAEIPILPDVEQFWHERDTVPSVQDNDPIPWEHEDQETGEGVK
FBW7 activator: human FBW7 E3 ligase activation, primary screen. Q969H0. AlphaScreen FBW7–phospho-cyclin E peptide binding, activator screen. AID 1259310. 650,000 tested, 0.13% active. normalized activity (activation), % at 26.1 µM; in the data active = normalized activity above about 1.9%;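 also: purified mutant Fbw7 with reduced substrate affinity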
An asterisk follows results filed as active.

SMILES	TEAD-YAP block	MITF primary	GPR151 ag	FBW7 activator
CCCC(=O)OCCNc1cc(Cl)c2nonc2c1[N+](=O)[O-]	-8	16	-2.3	0.0
CCOC(=O)c1c(CC(C)C)csc1N1C(=O)c2cccc([N+](=O)[O-])c2C1=O	-3	-6	0.9	-0.1
O=C(CCc1cccnc1)NCc1nnc2n1CCN(C(=O)Cc1cccc(F)c1)CC2	-2	7	0.3	0.0
CC1CCN(C(=O)c2ccc(S(=O)(=O)c3ccc(F)cc3)c([N+](=O)[O-])c2)CC1	1	0	0.3	0.1
CSc1nc2ccccc2n1C(=O)c1ccc(Cl)cc1	-1	6	0.6	0.2
CCN=C1S/C(=C\c2ccc(I)o2)C(=O)N1CC	-5	-12	-0.3	-0.2
Cc1nnc(SCC(=O)NC(=O)CCSc2ccccc2)s1	-2	8	-0.4	0.1
CCCCc1cc(=O)oc2c(C)c(OC(C)C(=O)O)ccc12 (centres undefined)	-11	-2	-1.5	0.0
O=C(CC1(O)C(=O)Nc2ccccc21)c1ccc(Br)cc1 (centres undefined)	-8	-4	0.7	-0.2
CC/C(=N\NC(=O)CNC(=O)/C=C/c1ccc(OC)cc1)c1ccccc1	-6	20	0.1	0.6
O=c1c2ccccc2nc(/C=C/c2ccc([N+](=O)[O-])cc2)n1Cc1ccccc1	3	2	-0.5	-0.1
CCOc1ccc(-c2cn(-c3ccc(OC)cc3)c(SCC(=O)N3CCCc4ccccc43)n2)cc1	1	15	-1.8	-0.2
Cc1cn2c3c(=O)n(CC(=O)c4ccc(F)cc4)c(=O)n(C)c3nc2n1Cc1ccco1	-4	0	-0.5	0.0
Cc1nc(NCc2cccs2)c2c3c(sc2n1)CCCC3	-16	-3	0.0	-0.1
CCCCNC(=O)CC1C(=O)NCCN1Cc1ccc(C)cc1 (centres undefined)	4	-4	-0.3	0.6
C=CCN(c1ccccc1)S(=O)(=O)c1ccc2[nH]cc(C(=O)N3CCC4(CC3)OCCO4)c(=O)c2c1	-3	7	-0.1	0.1
Cc1cccc(OCCCC(=O)NC(C)C)c1	-17	-3	0.1	-0.3
c1nnn(CC2CCOCO2)n1 (centres undefined)	7	12	15*	0.1
Cc1ccccc1CN1C(=O)C(C)Sc2ccc(C#N)cc21 (centres undefined)	5	0	0.0	0.1
Cn1c(=NC(=O)c2nc3ccccc3s2)sc2c3ccccc3ccc21	0	-4	0.0	0.0
Cc1c(N(C)C(=S)SCC(=O)O)c(=O)n(-c2ccccc2)n1C	3	20	1.9	0.8
CC(C)Cn1cc(I)c(=O)n(CC(C)C)c1=O	-2	3	1.0	0.2
O=C(CN1CCN(CCC(=O)Nc2ccccc2F)CC1)Nc1ccc(Cl)cc1	0	7	-0.5	0.1
CCOc1ccc(-n2c(=S)sc3c(=O)n(-c4ccccc4)c(SCC(=O)Nc4ccccc4OC)nc32)cc1	-9	19	-0.4	-0.1
Cc1ccc(C)c(-n2c(=O)c(C#N)cc3c(=O)n4ccccc4nc32)c1	3	8	-0.7	0.8
CC1CC(C)CN(S(=O)(=O)c2ccc(CN3C(=O)c4cccnc4C3=O)cc2)C1 (centres undefined)	-2	14	0.0	-0.2
CCOc1ccc(NC(=O)c2cccs2)cc1	-66	14	-3.0	0.5
CCC(=O)N1CCN(c2ccc([N+](=O)[O-])c(N3CCOCC3)c2)CC1	-10	-9	1.1	-0.2
COc1ccc(C(=O)NCCc2ccc(O)cc2)c(OC)n1	-19	-1	0.1	-0.1
O=C(CSc1nc2ccsc2c(=O)n1C1CCCCC1)Nc1nccs1	4	-7	-0.7	-0.1

Part of the list above, reduced to FBW7 activator and MITF primary.
smiles,FBW7 activator,MITF primary
C=CCN(c1ccccc1)S(=O)(=O)c1ccc2[nH]cc(C(=O)N3CCC4(CC3)OCCO4)c(=O)c2c1,0.1,7
Cc1cccc(OCCCC(=O)NC(C)C)c1,-0.3,-3
c1nnn(CC2CCOCO2)n1 (centres undefined),0.1,12
Cc1ccccc1CN1C(=O)C(C)Sc2ccc(C#N)cc21 (centres undefined),0.1,0
Cn1c(=NC(=O)c2nc3ccccc3s2)sc2c3ccccc3ccc21,0.0,-4
Cc1c(N(C)C(=S)SCC(=O)O)c(=O)n(-c2ccccc2)n1C,0.8,20
CC(C)Cn1cc(I)c(=O)n(CC(C)C)c1=O,0.2,3

(listing goes on)
SMILES	TEAD-YAP block	MITF primary	GPR151 ag	FBW7 activator
CN(C)C1CCN(C(=O)CCc2nnc(Cc3cccc(C(F)(F)F)c3)o2)C1 (centres undefined)	-11	-13	0.6	-0.2
COCCCN1C(=O)CC(CC(=O)N(CC2CC2)CC2CCCO2)(c2ccccc2)C1=O (centres undefined)	-43	3	-0.3	0.0
CC(=O)c1ccc(NC(=O)CSc2nc(C(C)C)nc3c2c(=O)n(C)c(=O)n3C)cc1	5	1	3.2	0.0
CC(=O)Nc1cccc(Oc2nc(C)cc(C)c2C#N)c1	3	-3	-1.0	0.1
O=C(CCn1cccc1)NCCc1ccc(Cl)cc1	-9	5	0.7	-0.3
Nc1c(C(=O)NCCc2ccc(Cl)cc2)nnn1-c1cccc(C(F)(F)F)c1	1	5	-0.9	-0.1
O=C(NC1CC1)c1cn(C2CCC(NS(=O)(=O)c3cccc4cccnc34)CC2)nn1 (centres undefined)	14	6	-0.9	0.0
c1cc(NCCN2CCOCC2)nc(NCc2ccc3c(c2)OCO3)n1	5	-12	-1.6	-0.2
O=[N+]([O-])c1ccc2ncnc(N3CCN(Cc4ccccc4)CC3)c2c1	9	16	-1.5	0.6
CCOc1ccccc1CN1CCN(Cc2cnc(N(C)C)s2)CC1CCO (centres undefined)	2	9	-0.4	0.1
Cc1sc2ncn(CC(=O)NCCCC(=O)NCCCN3CC(C)CC(C)C3)c(=O)c2c1C (centres undefined)	-6	17	-0.3	0.3
CCn1c(C(=O)O)c(CC(=O)Nc2ccc(F)c(Cl)c2)c2ccccc21	-9	-3	-1.2	0.0
C[C@H](O)[C@H]1NC(=O)[C@H]2CN(C(=O)c3ccc4ccccc4c3)CCN2C1=O	6	-2	6.2*	0.1
CC(NCc1c(C(=O)O)n(Cc2ccccc2)c2ccccc12)c1ccccc1 (centres undefined)	11	15	-0.2	0.7
CC1(C)CC(NC2CCN(c3ccc(NC(=O)c4cccc(Cl)c4)cc3)CC2)CCO1 (centres undefined)	-25	3	0.5	-0.1
O=C(Nn1cnnc1)c1ccccc1-c1ccccc1	-13	-5	-2.3	-0.1
CCc1ccc(OCC(=O)Nc2cccc(OC)c2)cc1	-40	-6	-1.3	0.0
COC(CN(C)C(=O)C(NS(=O)(=O)c1ccc2c(c1)CCN2C(C)=O)C(C)C)OC (centres undefined)	-6	2	-1.1	-0.1
CCOc1cc(C)c(S(=O)(=O)Nc2cc(C)ccn2)cc1C	4	0	-0.5	-0.1
COCCCNC(=O)C1CCCN(c2nc(-c3ccc(OC)cc3)no2)C1 (centres undefined)	-37	5	-0.7	-0.1
COC(=O)CCCNC(=O)c1cccc(OC2CCN(C3CCCC3)CC2)c1	-4	4	0.8	-0.1
Cc1nc(C)c(-c2csc(Nc3ccc(Br)cc3)n2)s1	52*	-10	-0.3	-0.3
CC1CCCC(C)N1C(=O)Cn1c(C(F)(F)F)nc2ccccc21 (centres undefined)	10	17	12*	0.2
CN(Cc1ccccc1)c1nc2c(c(=O)[nH]c(=O)n2C)n1CC(O)CO (centres undefined)	5	5	1.9	0.3
CC1CCCN(C(=O)CSc2nc3ccccc3n2CC(=O)N2CCCC2)C1 (centres undefined)	12	-7	0.6	0.0
O=C(COc1ccccc1)Nc1ccc(C(=O)Oc2ccccc2)c(O)c1	3	-10	-1.1	-0.1
CC(=O)Oc1cc2ccccc2cc1O	-4	6	-0.3	-0.3
Cc1cc(C(=O)Nc2ccc3c(c2)OCO3)no1	-45	29	-3.4	0.1
CN(C)c1ccc2c3c(ccc(N(C)C)c13)C(=O)OC2	-3	-4	-0.2	-0.1
CC1=CC(C)(C)N(C(=O)Nc2ccc(Cl)c(Cl)c2)c2ccc(OC(=O)c3ccco3)cc21	-4	23	0.9	0.1

(listing goes on)
SMILES,TEAD-YAP block,MITF primary,GPR151 ag,FBW7 activator
CCC(CO)Nc1ccc2ncc(-c3cccc(/C=C/C(=O)O)c3)n2n1 (centres undefined),0,9,-1.1,0.2
O=[N+]([O-])c1ccc2nc(N3CCCC3)sc2c1,-65,9,-3.2,0.5
NC(=O)C1(C(N)=O)OC1c1ccc(F)cc1 (centres undefined),0,-2,-0.3,-0.2
CC1CN(C2CCSCC2)Cc2ccccc2O1 (centres undefined),10,16,0.0,0.2
O=C1c2ccccc2C(=O)N1CC1c2ccccc2CCN1S(=O)(=O)c1ccc(F)cc1 (centres undefined),6,6,0.1,-0.1
CN(Cc1cccs1)C(=O)CSc1nc2ccccc2s1,-29,6,1.8,0.0
CCOc1ccc2cc(S(=O)(=O)NCC3CCCO3)ccc2c1 (centres undefined),-2,11,-1.0,0.2
COc1ccc(CN2CCc3nc(N4CCOCC4)[nH]c(=O)c3C2)cc1,4,4,-0.4,0.7
Cc1onc(-c2ccccc2Cl)c1C(=O)N(C)c1ccccc1,1,-6,-0.2,0.0
CCOC(=O)c1nnc(-c2ccccc2)nc1NCc1ccc(Cl)cc1,-12,-1,-1.2,-0.1
CCCOc1ccc(/C(O)=C2\C(=O)C(=O)N(CCCN(C)C)C2c2ccccc2F)c(C)c1 (centres undefined),3,-13,2.7,0.1
Cc1ccc2nc(-c3ccc(N=c4oc5ccc(Br)cc5cc4C(=O)Nc4ccccc4)cc3)sc2c1,-8,4,-0.1,0.0
Cc1ccccc1Nc1ccc2nonc2c1[N+](=O)[O-],-5,-14,0.4,0.1
O=C(CN1C(=O)c2ccccc2C1=O)OCCCl,-7,-8,0.1,0.0
c1ccc(-n2cc(-c3ccncc3)cn2)cc1,-25,-7,-3.8,0.0
Cc1c(S(=O)(=O)NCc2ccc(Cl)cc2)c(=O)n(C)c(=O)n1C,3,14,0.5,0.5
COc1cccc(/C=C2\SC(=O)N(CC(=O)Nc3ccc(C)cc3)C2=O)c1,0,-9,0.0,0.0
NC(=O)c1ccccc1NC(=O)c1cc2ccccc2o1,-7,-22,-4.7,0.1
CCN1C(=O)c2cccc3c(N)ccc(c23)C1=O,7,57*,-0.5,0.3
O=C(NCc1nnc2n1CCN(Cc1ccccc1O)CC2)c1cccc(F)c1,-10,18,0.1,0.0
O=c1[nH]c(O)c(N=Nc2ccc([N+](=O)[O-])cc2Br)c(=O)[nH]1,2,0,0.2,0.6
COc1ccc(OC(C)=O)c(/C=N/NC(=O)COc2ccc(Cl)cc2)c1,-3,4,-0.7,0.0
CCN(CC)C(=O)COc1ncnc2sccc12,2,8,-0.7,-0.1
COC(=O)C1=C(C)N(c2ccc(F)cc2)C(=O)/C1=C\c1cc(Br)ccc1OC,10,-4,0.1,-0.2
O=C1/C(=C\c2ccc([N+](=O)[O-])cc2)SC(=S)N1Cc1ccco1,18,31,0.8,-0.6
Cc1cc(NCc2nc3ccccc3[nH]2)nc(-c2csc3ccccc23)n1,-11,-4,0.6,0.0
O=C(Nc1nc2ccccc2n1CCN1CCCCC1)c1ccco1,8,10,-0.8,0.0
CN(C)c1nc(N2CCOCC2)nc(N2CCOCC2)n1,-4,-8,-0.8,-0.1
CCc1ccc(NC(=O)CSc2nnc(C)n2Cc2ccccc2)cc1,-5,19,0.3,0.1
COc1ccc(CCNC(=O)c2sc3ccccc3c2Cl)cc1,-2,-16,1.7,0.0
Cc1cnc(NC(=O)Cn2cnc3ccccc3c2=O)s1,-1,-7,-1.1,-0.1
Cc1ccccc1Oc1ccc(S(=O)(=O)NCc2ccccn2)cc1,18,-3,-0.3,-0.1
COc1cccc(OC)c1OCCCCN1CCCC1,6,52*,-0.2,0.5
COc1ccccc1-n1c(CNC(=O)c2ccc(S(=O)(=O)N3CCOCC3)cc2)nnc1SCC(=O)N1CCc2ccccc21,2,8,0.0,0.0
O=C(CNc1cccc2ccccc12)N/N=C/c1cccc(Br)c1,-4,7,1.5,-0.2
COc1cccc(Cn2c(=S)[nH]c3ccc(N4CCOCC4)cc3c2=O)c1,-19,-7,1.1,0.0
Cn1c(=O)c2c(nc(C#N)n2C)n(C)c1=O,6,10,-0.1,-0.1
COc1nnc(OC)c2ccccc12,-5,-2,1.4,-0.1

Compound profiles, from the list above. Values in the order: TEAD-YAP block	MITF primary	GPR151 ag	FBW7 activator
`COc1ccccc1-n1c(CNC(=O)c2ccc(S(=O)(=O)N3CCOCC3)cc2)nnc1SCC(=O)N1CCc2ccccc21` across the screens: 2	8	0.0	0.0
`O=C(CNc1cccc2ccccc12)N/N=C/c1cccc(Br)c1` across the screens: -4	7	1.5	-0.2
`Cc1cnc(NC(=O)Cn2cnc3ccccc3c2=O)s1` across the screens: -1	-7	-1.1	-0.1
`COc1cccc(Cn2c(=S)[nH]c3ccc(N4CCOCC4)cc3c2=O)c1` across the screens: -19	-7	1.1	0.0
`COc1cccc(OC)c1OCCCCN1CCCC1` across the screens: 6	52*	-0.2	0.5
